RGS8-Gao = modulates binding of RGS8 to human Galphao; P09471; multiplexed bead flow cytometry; actives lie on both sides; response (percent of control binding), % at 10 µM; actives 0.34% (n = 220,000); AID 1423; in the data active means response below about 60% or above about 140%; inactive means in between;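 further: Galphao activated as the GDP aluminium fluoride complex binding bead-coupled RGS8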
Target sequence (P09471 whole entry, looked up): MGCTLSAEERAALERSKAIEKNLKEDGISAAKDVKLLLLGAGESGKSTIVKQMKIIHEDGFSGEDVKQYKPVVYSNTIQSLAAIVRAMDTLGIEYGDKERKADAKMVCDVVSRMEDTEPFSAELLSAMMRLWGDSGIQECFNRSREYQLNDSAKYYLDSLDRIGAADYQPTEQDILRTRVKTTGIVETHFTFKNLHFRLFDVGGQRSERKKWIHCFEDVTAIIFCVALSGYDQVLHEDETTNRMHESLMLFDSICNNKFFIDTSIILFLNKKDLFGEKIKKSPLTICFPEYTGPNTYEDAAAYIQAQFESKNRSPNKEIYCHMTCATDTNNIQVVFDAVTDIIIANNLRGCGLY
Cdc42 wt GTP = human Cdc42 wildtype GTP binding change, either direction; percent activity (GTP binding), % at 10 µM; actives 0.2% (n = 190,000); GST-Cdc42 beads, Bodipy-GTP binding, flow cytometry; actives lie on both sides;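 active means percent activity GTP binding at least 20 points away from the 100% baseline, either down as inhibitor or up as activator; inconclusive means compound flagged as likely green fluorescent from well-wide comparison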;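 further: median bead fluorescence of bound Bodipy-FL-GTP at 100 nM; 0% = excess unlabeled GTP control and 100% = no compound control; below 100% means less GTP binding so inhibitor and above means activator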
Mcl-1 Bim block = disrupts Bim peptide binding to human Mcl-1 | Q07820 | Bead-based flow cytometry, Bim peptide-Mcl-1 binding | inhibition, % at 10 µM | actives 0.1% (n = 190,000); in the data active means inhibition above about 40%;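 further: 0% = no compound tracer wells and 100% = peptide blocker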
Target sequence (Q07820 whole entry, looked up): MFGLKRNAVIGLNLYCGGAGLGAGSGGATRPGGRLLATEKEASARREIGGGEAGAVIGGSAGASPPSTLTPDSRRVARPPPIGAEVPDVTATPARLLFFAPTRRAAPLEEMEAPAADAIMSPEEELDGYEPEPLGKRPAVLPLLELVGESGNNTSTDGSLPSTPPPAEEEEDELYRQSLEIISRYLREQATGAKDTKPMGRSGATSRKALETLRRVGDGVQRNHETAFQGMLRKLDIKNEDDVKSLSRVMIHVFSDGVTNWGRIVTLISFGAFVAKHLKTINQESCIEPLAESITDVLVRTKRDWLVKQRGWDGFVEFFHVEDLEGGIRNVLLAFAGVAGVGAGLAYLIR
Mcl1-Bid inh = Mcl-1/Bid interaction inhibition; TR-FRET Mcl-1/Bid-Dy647 peptide binding, 1536-well; inhibition, % at 21.7 µM; actives 0.97% (n = 220,000); AID 1021;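 active means compounds that cut the binding signal by more than half at the single screening dose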;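 further: His-tagged Mcl-1 with europium anti-His antibody binding Bid BH3 peptide; 0% = Mcl-1 plus peptide wells and 100% = peptide-only wells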
Rac1 act GTP bind = human Rac1 activated mutant GTP binding change; P63000; GST-Rac1 activated beads, fluorescent GTP binding, flow cytometry; actives lie on both sides; 100% means binding = to untreated wells; percent activity (GTP binding), % at 10 µM; actives 0.11% (n = 190,000); AID 764;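 active means GTP binding at least 20 percentage points away from the 100% baseline, in either direction, so actives lie on both sides; inconclusive means Compound likely fluorescent itself, or too few beads counted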
Rab7 wt modul = alters GTP binding to wildtype dog Rab7. GST-Rab7 beads, fluorescent GTP binding, flow cytometry; actives lie on both sides; untreated = 100%, excess cold GTP = 0%. GTP binding activity (percent of control), % at 10 µM. actives 0.055% (n = 190,000);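 active means fluorescent GTP binding to Rab7 beads changed by at least 20 points from the 100% baseline, either direction, mostly lower; inconclusive means compound itself probably fluorescent, or too few beads counted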;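 further: median green fluorescence of bound Bodipy-FL-GTP per Rab7 bead population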
Pf gametocyte = kills late stage P. falciparum gametocytes | P. falciparum stage V gametocytes, ATP luminescence, 24 h | inhibition, % at 10.9 µM | actives 0.065% (n = 150,000) | AID 743093;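 active means inhibition above the mean plus 3 SD of compounds within the control limits, set per campaign, cut at about 38% in these data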;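 further: 0% = DMSO wells and 100% = medium only without gametocytes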
Rac1 wt GTP bind = alters GTP binding to wildtype human Rac1; P63000; GST-Rac1 beads, fluorescent GTP binding, flow cytometry; actives lie on both sides; 0 = cold GTP competed, 100 = untreated; GTP binding activity (% of control), % at 10 µM; actives 0.27% (n = 190,000);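 active means GTP binding activity at least 20 points away from the 100% control level, either lower or higher; inconclusive means compound flagged as likely green fluorescent, judged across all proteins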
Rab2 wt GTP = changes GTP binding to wildtype dog Rab2A, up or down; GST-Rab2 wt beads, Bodipy-GTP binding, flow cytometry; actives 0.19% (n = 190,000); GTP binding activity, % at 10 µM; AID 760;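 active means GTP binding activity at least 20 points away from 100%, either lowered or raised; inconclusive means signal likely due to the compound's own green fluorescence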;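 further: 0% = beads with excess unlabeled GTP and 100% = no-compound control corrected for plate trend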
Mcl1-Noxa inh = disrupts binding of human Mcl-1 to Noxa peptide. AID 1022. inhibition, % at 21.7 µM. TR-FRET Mcl-1/Noxa peptide binding, 2 h. actives 1.5% (n = 220,000);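 active means compounds that cut the protein-peptide binding signal by more than 50% relative to plate controls in a single-dose test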;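 further: His-tagged Mcl-1 with rhodamine Noxa BH3 peptide and terbium anti-His antibody; 0% = Mcl-1 plus Noxa peptide wells and 100% = peptide-only wells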
HRas wt GTP bind = changes GTP binding to wildtype human HRas | P01112 | GST-Ras wt beads, Bodipy-FL-GTP binding, flow cytometry; actives lie on both sides | GTP binding activity, % at 10 µM | actives 0.14% (n = 190,000);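 active means GTP binding activity at least 20% away from the 100% baseline, either lowered as inhibitor or raised as activator; inconclusive means flagged as likely green fluorescent, judged across all proteins in the well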;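 further: 0% = unlabeled GTP competition control and 100% = no-compound control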
Target sequence (P01112 whole entry, looked up): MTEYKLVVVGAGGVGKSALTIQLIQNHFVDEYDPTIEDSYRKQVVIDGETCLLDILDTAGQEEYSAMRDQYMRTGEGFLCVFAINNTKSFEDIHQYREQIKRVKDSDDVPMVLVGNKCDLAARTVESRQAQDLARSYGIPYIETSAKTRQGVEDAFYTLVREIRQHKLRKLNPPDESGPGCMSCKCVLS
* = called active by the depositor; ? = inconclusive; · = not tested or not shown. Random draw from the library; overall some 2.9% were active at least once.

SMILES	RGS8-Gao	Cdc42 wt GTP	Mcl-1 Bim block	Mcl1-Bid inh	Rac1 act GTP bind	Rab7 wt modul	Pf gametocyte	Rac1 wt GTP bind	Rab2 wt GTP	Mcl1-Noxa inh	HRas wt GTP bind
CC1c2nc3ccccc3n2C(CC(=O)NCc2ccccn2)C(=O)N1Cc1ccccc1 (stereo not given)	103	102	-1	-27	96	92	-24	99	98	18	99
Cc1ccc2c(CC(=O)Nc3c(C)n(C)n(-c4ccccc4)c3=O)coc2c1	98	98	0	-62	98	100	-1	102	98	-5	100
CCc1ccc(NC(=O)C(=O)N/N=C(\C)CC(=O)Nc2ccccn2)cc1	98	100	-1	-32	100	95	-30	100	97	9	98
Cc1ccc2cccc(SCC(=O)NCC#N)c2n1	100	103	-3	-12	98	98	-8	103	97	-3	100
N/C(=N\OC(=O)COc1ccccc1Cl)c1ccc(Cl)cc1	101	99	19	1	99	98	15	103	99	1	100
CC(Sc1nnc(COc2ccc(Cl)cc2)n1Cc1ccccc1)C(=O)O (stereo not given)	97	95	-4	-26	93	102	-12	99	97	25	98
Cc1cc(NC(=O)CCCN2C(=O)c3cccnc3C2=O)no1	102	101	-2	-1	100	98	28	102	100	9	102
O=C(NC(=S)NC1CCSC1=O)c1ccccc1 (stereo not given)	104	100	-2	-33	101	99	-11	102	100	21	101
CC(=O)c1ccc(OCC(O)CN2C(C)(C)CC(O)CC2(C)C)cc1 (stereo not given)	104	101	0	-29	100	102	·	104	101	-17	99
CC(=O)Nc1cccc(NC=C(C#N)C#N)c1	97	95	0	-9	93	103	15	96	97	15	97
COC(=O)c1cc(NS(=O)(=O)c2ccc(N3CCOCC3)c([N+](=O)[O-])c2)cc(C(=O)OC)c1	99	98	0	-11	97	101	1	99	97	24	100
COc1ccc(N(C(C)=O)c2nc(C)cc(C)c2C#N)c(OC)c1	106	95	0	-6	96	100	0	97	94	-3	98
CCOC(=O)c1nnn(-c2nonc2N)c1CNc1ccc(C)c(Br)c1	102	102	0	-21	101	100	·	105	99	13	101
O=C(CSc1ccccn1)N/N=C/C=C/c1ccccc1	101	101	-6	1	100	105	11	105	101	29	101
CCc1cccc(NC(=O)Cn2cc(C=O)c3ccccc32)c1	99	97	-2	-1	97	94	-17	99	98	14	96
CCOc1ccc(C(=O)NC(=S)Nc2ccccc2N2CCC(C)CC2)cc1[N+](=O)[O-]	103	100	-1	-22	98	102	·	107	98	0	100
O=C(CSCc1ccc(C(=O)O)cc1)Nc1ccccc1	103	98	-2	-19	94	102	11	100	97	10	98
CS(=O)(=O)NN1C(=O)c2ccccc2NC12CCCC2	101	98	0	-4	95	101	6	98	98	-14	97
O=C(CC1C(=O)NCCN1C(=O)Nc1ccccc1)Nc1cccc(Cl)c1 (stereo not given)	102	96	-1	-5	96	107	0	98	98	10	99
CNC(=S)NNc1nncc2ccccc12	103	100	1	-50	97	98	-26	100	99	1	97
Cc1noc(C)c1COC(=O)CNC(=O)c1cccc(F)c1	99	96	2	-47	97	105	·	94	99	7	97
CC(C)(C)CN1CCNC(=O)C1CC(=O)NCCc1cnn(-c2ccccc2)c1 (stereo not given)	96	103	2	9	101	103	·	102	105	20	103
CCOC(=S)SCC(=O)N1CCc2cc(OC)ccc2C1C1C(=O)CCCC1=O (stereo not given)	100	103	-5	-23	99	103	-6	105	98	15	101
COc1ccc(C(=O)C2C(c3ccc(-c4ccccc4[N+](=O)[O-])o3)NC(=O)NC2(O)C(F)(F)F)cc1 (stereo not given)	98	98	-4	10	99	98	-10	100	98	57*	97
C=CCn1c(SCC(=O)Nc2cc(C)on2)nc2sc(CC)cc2c1=O	90	103	-4	-15	98	101	12	106	105	6	102
C=C(Cl)COc1cc(C)cc2oc(=O)cc(CC)c12	99	105	1	-16	100	100	·	104	100	-4	103
Cc1ccc(CSc2nc3ccccc3c(=O)[nH]2)cc1	101	94	-2	-49	93	108	3	100	101	7	99
O=C(NCc1ccncc1)C1CCN(S(=O)(=O)Cc2ccccc2)CC1	106	106	0	-20	102	98	·	108	101	7	102
O=C(NC(=S)Nn1cnc2c(cnn2-c2ccccc2)c1=O)c1ccc(Cl)cc1	102	98	-7	-69	93	97	-28	99	95	-6	97
CC(C)c1ccccc1-n1c(-c2cccnc2)n[nH]c1=S	93	92	-3	-22	91	95	0	90	95	13	91
COCCSc1nnc(NC(=O)c2ccc([N+](=O)[O-])cc2)s1	98	94	-1	2	94	96	·	104	98	13	93
Cc1ccc(C(C(=O)NCc2ccccc2)N(C(=O)c2csnn2)c2cccc3ccccc23)o1 (stereo not given)	101	99	-3	-14	95	103	·	104	99	4	99
COc1ccc(OC)c(-c2csc(N(Cc3ccco3)C(=O)c3ccco3)n2)c1	99	105	3	-15	97	109	0	103	103	8	104
CC(C)n1c(-c2cccs2)nc2ccccc21	98	101	-3	-2	99	102	·	105	102	0	101
COC(=O)c1[nH]c2cc(OC)ccc2c1NC(=O)CCN1CCCCC1	110	105	-6	-40	101	104	-12	106	103	7	104
CC(C)(C)SCCNS(=O)(=O)c1ccc2ccccc2c1	100	98	-2	-11	93	100	·	96	97	-15	96
O=c1[nH]c2c(n(C3CCCCC3)c1=O)CCC2	99	97	-3	-14	95	95	14	97	95	13	98
CSC1=NCCN1C(=O)c1ccc(S(=O)(=O)N2CCCCC2)cc1	102	99	0	-6	98	100	·	101	101	-4	101
Cc1cccc(NC(=O)C(=O)NCCCc2ccccc2)c1	101	100	0	-9	99	98	1	102	97	6	102
COc1ccc2nc(Nc3nc4cc5c(cc4s3)OCCO5)sc2c1	101	93	0	-63	94	95	7	93	93	-76	94

Among those listed so far, these contain a nitro group on carbon.
SMILES	RGS8-Gao	Cdc42 wt GTP	Mcl-1 Bim block	Mcl1-Bid inh	Rac1 act GTP bind	Rab7 wt modul	Pf gametocyte	Rac1 wt GTP bind	Rab2 wt GTP	Mcl1-Noxa inh	HRas wt GTP bind
COC(=O)c1cc(NS(=O)(=O)c2ccc(N3CCOCC3)c([N+](=O)[O-])c2)cc(C(=O)OC)c1	99	98	0	-11	97	101	1	99	97	24	100
CCOc1ccc(C(=O)NC(=S)Nc2ccccc2N2CCC(C)CC2)cc1[N+](=O)[O-]	103	100	-1	-22	98	102	·	107	98	0	100
COc1ccc(C(=O)C2C(c3ccc(-c4ccccc4[N+](=O)[O-])o3)NC(=O)NC2(O)C(F)(F)F)cc1 (stereo not given)	98	98	-4	10	99	98	-10	100	98	57*	97
COCCSc1nnc(NC(=O)c2ccc([N+](=O)[O-])cc2)s1	98	94	-1	2	94	96	·	104	98	13	93

The results go on:
SMILES	RGS8-Gao	Cdc42 wt GTP	Mcl-1 Bim block	Mcl1-Bid inh	Rac1 act GTP bind	Rab7 wt modul	Pf gametocyte	Rac1 wt GTP bind	Rab2 wt GTP	Mcl1-Noxa inh	HRas wt GTP bind
COc1cccc(-c2cc(C(=O)Nc3cc(C)on3)no2)c1	99	103	0	-12	99	100	·	106	99	-18	103
COC(=O)c1ccc(-n2c(C)cc(C(=O)COC(=O)CNS(=O)(=O)c3ccc(C)cc3)c2C)cc1	99	98	0	-14	95	97	-33	100	98	4	98
COc1ccc(C(=O)Oc2coc(CSc3nnc(NC(=O)c4cccs4)s3)cc2=O)cc1	102	?	-6	-52	?	?	·	?	?	34	?
O=C(NCCc1c[nH]c2ccccc12)C(=O)NCC1OCCN1S(=O)(=O)c1ccc(F)cc1 (stereo not given)	·	102	-1	-13	100	98	·	104	100	11	101
CCCc1n[nH]c2c1C(=O)C(C(=O)OC)C(C)(C)C2 (stereo not given)	108	99	1	-26	97	98	-31	110	95	-5	100
Cc1cc(=O)[nH]c2c(C)c(N)ccc12	94	105	-4	-9	99	104	7	105	102	-5	106
Cc1ccc(-n2c(SC3CCOC3=O)nc3ccccc3c2=O)cc1 (stereo not given)	100	98	-2	-10	94	103	·	97	97	14	99
CCOC(=O)N1CCN(C(=O)c2ccc3c(=O)n(Cc4ccccc4OC)c(=S)[nH]c3c2)CC1	98	88	-7	-34	92	93	·	98	90	10	95
COc1ccc(-c2nc(-c3ccc(Br)o3)no2)cc1OC	95	96	0	56*	102	99	·	106	98	21	99
Cc1ccnc2ccc(SC(F)(F)F)cc12	99	98	2	-18	96	92	1	101	97	-1	95
Cc1ccccc1OCCCN1CCCC1	102	104	0	27	102	98	-10	103	102	1	102
CCNC(=O)CSc1nc2ccccc2c(=O)n1OC	98	95	-2	9	92	96	·	93	94	-31	94
CCn1c(SCC(=O)Nc2nccs2)nnc1-c1ccco1	100	96	0	-13	95	101	·	100	105	-10	97
CC(=O)NC1(C(F)(F)F)C(=O)Nc2c1c(=O)n(C)c(=O)n2C (stereo not given)	101	104	-12	-11	102	100	·	104	103	11	100
CCC(=O)Nc1c2c(nn1-c1ccc(F)cc1)CS(=O)C2 (stereo not given)	98	104	1	-5	101	100	·	108	99	13	100
Cc1ccc(CN2CCN(C(=O)c3ccncc3)CC2)cc1	101	92	-4	3	94	95	·	94	93	24	92

With a hit mark in Mcl1-Noxa inh (from the list above):
| molecule | RGS8-Gao | Cdc42 wt GTP | Mcl-1 Bim block | Mcl1-Bid inh | Rac1 act GTP bind | Rab7 wt modul | Rac1 wt GTP bind | Rab2 wt GTP | Mcl1-Noxa inh | HRas wt GTP bind |
| --- | --- | --- | --- | --- | --- | --- | --- | --- | --- | --- |
| COc1ccc(C(=O)C2C(c3ccc(-c4ccccc4[N+](=O)[O-])o3)NC(=O)NC2(O)C(F)(F)F)cc1 (stereo not given) | 98 | 98 | -4 | 10 | 99 | 98 | 100 | 98 | 57* | 97 |

Complete entries as entered above.
Listed for `O=C(CSCc1ccc(C(=O)O)cc1)Nc1ccccc1` = RGS8-Gao: 103; Cdc42 wt GTP: 98; Mcl-1 Bim block: -2; Mcl1-Bid inh: -19; Rac1 act GTP bind: 94; Rab7 wt modul: 102; Pf gametocyte: 11; Rac1 wt GTP bind: 100; Rab2 wt GTP: 97; Mcl1-Noxa inh: 10; HRas wt GTP bind: 98
Listed for `CC1c2nc3ccccc3n2C(CC(=O)NCc2ccccn2)C(=O)N1Cc1ccccc1` (stereo not given) = RGS8-Gao: 103; Cdc42 wt GTP: 102; Mcl-1 Bim block: -1; Mcl1-Bid inh: -27; Rac1 act GTP bind: 96; Rab7 wt modul: 92; Pf gametocyte: -24; Rac1 wt GTP bind: 99; Rab2 wt GTP: 98; Mcl1-Noxa inh: 18; HRas wt GTP bind: 99
